SDO1 yeast rescue: sdo1-depleted yeast growth rescue; 140,000 tested, 0.21% active; S. cerevisiae sdo1-depleted JHY4D growth rescue, OD600 30 h; hits give high values; pdr5 snq2 efflux-pump mutant strain; z-score at 10 µM;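 active means z-score above 3 at both the 24 hr and the 30 hr optical density reads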;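 further: z-score against mean and SD of all compound wells on the same plate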
INS promoter inh: TRM-6 insulin promoter activity inhibition; TRM-6 cells (human fetal islet line), insulin promoter-eGFP reporter, imaging; reporter expression induced with tamoxifen; inhibition, % at 2 µM; 130,000 tested, 0.9% active; AID 1273;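 active means inhibition above the mean plus 3 SD, with well images judged a real hit on visual review, cut at about 60% in these data, passing the limit was not always enough; inconclusive means inhibition over the cutoff but images rejected on review; inactive means inhibition not above the cutoff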
SDO1 yeast rescue Rescue 24 h: second read-out of SDO1 yeast rescue, no call of its own (marks repeat the call); z-score; S. cerevisiae sdo1-depleted JHY4D growth rescue, OD600; measured here: growth rescue at 24 h;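 0 is the plate mean of compound wells and units are plate SD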
* marks the source's active call; other numbers are inactive results; ? = inconclusive; . = not tested or not shown. An excerpt; the hit share may differ from the screen's.

SMILES | SDO1 yeast rescue | SDO1 yeast rescue Rescue 24 h | INS promoter inh
COC(=O)c1ccc(NC(=O)CN2CCN(c3ccc(Cl)cc3)CC2)cc1 | -1.71 | -1.09 | .
CCN(CC)S(=O)(=O)c1cccc(C(=O)Nc2ccc3c(c2)OCO3)c1 | . | . | 53.3
COCCn1c(COC)nc2ccccc21 | 1.96 | 0.7 | 28.6
O=[N+]([O-])c1ccc(S(=O)(=O)Nc2nc3ccccc3nc2Nc2ccccc2)cc1 | . | . | -45.5
COc1ccc(C(=O)Nc2ccc3cn[nH]c3c2)c(OC)c1 | . | . | 45.0
O=C(Nc1cccc(S(=O)(=O)N2CCCCC2)c1)c1c2c(nc3ccccc13)CCN(Cc1ccccc1)C2 | -0.32 | 0 | -18.8
CCOC(=O)c1ccccc1NC(=O)CN(c1cccc(OC)c1)S(C)(=O)=O | -0.31 | 0.43 | .
C=CCN(CC=C)S(=O)(=O)c1ccc(C(=O)Nc2sc3c(c2C(N)=O)CCCCC3)cc1 | -1.2 | -0.98 | 40.0
CCn1c(COc2ccc(Cl)cc2)nnc1SCC(=O)Nc1ccc2c(c1)OCO2 | -0.97 | -0.13 | -28.6
CCOC(=O)N1CCN(Cc2cc(=O)oc3cc4c(cc23)CCC4)CC1 | -0.94 | -1.06 | -21.4
CCOC(=O)c1c(C)c(C(=O)NCCN2CCOCC2)c(C)n1CC | 1.27 | 0.86 | .
CC(C)C(NC(=O)OCc1ccccc1)C(=O)NC1CCCCC1 (stereo not given) | 0.29 | 0.09 | -79.3
CC(C)(C)c1ccc(C(=O)N/C(=C/c2cccs2)C(=O)NCc2ccco2)cc1 | -0.47 | -1.28 | 37.0
CCc1ccc(C2CC(c3ccc(C)cc3)Nc3nc(N)nn32)cc1 (stereo not given) | -1.32 | -0.55 | .
Cc1ccc(-c2cc3nc(-c4ccccc4)cc(N)n3n2)cc1 | -0.39 | -0.73 | 12.5
COCc1cc(C)nc(OCC(=O)N/N=C/c2cccc(OC)c2)c1C#N | 0.73 | 0.26 | -13.9
O=C(C1CCN(S(=O)(=O)N2CCOCC2)CC1)N1CCN(Cc2ccccc2)CC1 | 1.52 | 1.27 | 7.1
CC(C)CC(c1nnnn1C(C)C)N1CCN(c2ccccc2)CC1 (stereo not given) | -0.52 | 0.91 | 2.8
COc1ccc(NC(=O)c2cccc(NC(=O)c3ccco3)c2)c(OC)c1 | 0.51 | -0.07 | .
O=C(CSC1=NCCS1)Nc1ccc(S(=O)(=O)N2CCCCCC2)cc1 | 0.62 | 1.29 | ?
COc1ccc(OC)c(-c2cc(C(=O)N3CCN(c4ncccn4)CC3)c3ccccc3n2)c1 | -0.23 | 2.12 | -43.8
Cc1ccc(Cl)cc1-n1c(=O)cc(N2CCN(C(=O)c3ccco3)CC2)[nH]c1=O | 0.49 | 0.24 | 4.8
Cc1ccc(Cl)cc1NC(=O)Cn1cc2c(n1)CCCC2 | -0.56 | -0.56 | .
Cc1ccc(N=Cc2c(O)n(C)c(=O)n(C)c2=O)nc1 | 0.29 | 0.28 | 0.0
Cc1sc2c(c1C)C(=O)NC(c1cccc(O)c1)N2 (stereo not given) | 1.12 | 0.14 | 64.3
CC1CCCN(C(=O)c2ccccc2OC2CCN(S(C)(=O)=O)CC2)C1 (stereo not given) | . | . | 33.3
Cn1cccc1-c1nc2ccc(NC(=O)c3ccccc3)cc2[nH]1 | 0 | -0.33 | -50.0
c1ccc2c(c1)NC1(CCCCCC1)n1c-2nc2ccccc21 | 0.59 | 1.75 | 46.9
CCOC(=O)CSc1ncnc2c1c(-c1ccccc1)cn2-c1ccc(OC)cc1 | 0.2 | 0.17 | .
Cc1ccc(C(=O)Nc2nccc(-c3cccs3)n2)cc1 | -0.34 | -0.69 | -11.1
CC1CCN(C(C(=O)Nc2ccc(C(C)C)cc2)c2ccc3c(c2)OCO3)CC1 (stereo not given) | 0.32 | 0.29 | .
CC(=O)c1ccc(Oc2nc(-c3cccnc3)nc3ccccc23)cc1 | . | . | 0.0
Cc1cccc(OCc2nc(C)cc(=O)[nH]2)c1 | 1.25 | 1.62 | -218.8
CC(C(N)=O)N1C(=O)c2cccc3cccc1c23 (stereo not given) | 1.58 | 1.39 | 62.1
COc1ccc(N(C)C(=O)CC2(CC(=O)O)CCCCC2)cc1 | -0.03 | -0.6 | .
Cc1occc1C(=O)Nc1cc(=O)n(C)c(=O)n1C | 0.65 | 1.25 | 62.5

A second format for part of the listing above.
Structure: CC(=O)c1ccc(Oc2nc(-c3cccnc3)nc3ccccc23)cc1
  SDO1 yeast rescue: .; SDO1 yeast rescue Rescue 24 h: .; INS promoter inh: 0.0
Structure: CC(C(N)=O)N1C(=O)c2cccc3cccc1c23 (stereo not given)
  SDO1 yeast rescue: 1.58; SDO1 yeast rescue Rescue 24 h: 1.39; INS promoter inh: 62.1
Structure: Cc1ccc(C(=O)Nc2nccc(-c3cccs3)n2)cc1
  SDO1 yeast rescue: -0.34; SDO1 yeast rescue Rescue 24 h: -0.69; INS promoter inh: -11.1
Structure: Cc1occc1C(=O)Nc1cc(=O)n(C)c(=O)n1C
  SDO1 yeast rescue: 0.65; SDO1 yeast rescue Rescue 24 h: 1.25; INS promoter inh: 62.5

The list continues:
SMILES | SDO1 yeast rescue | SDO1 yeast rescue Rescue 24 h | INS promoter inh
N#Cc1cc2c(nc1SCC(=O)Nc1sc3c(c1C#N)CCC3)CCCCC2 | 0.19 | 0.49 | -23.7
Cc1cc(OCCN2CC(C)OC(C)C2)ccc1[N+](=O)[O-] (stereo not given) | 0.46 | -0.27 | -30.6
Cc1ccc(N/C(CSC(N)=O)=N\S(=O)(=O)c2ccc(C)cc2)cc1 | 0.81 | 0.72 | 0.0
COc1ccc(S(=O)(=O)N(C)CC(=O)N2CCN(C)CC2)cc1C | 0.19 | -0.52 | -1.4
COC(=O)c1ccc(Sc2ccccc2NS(=O)(=O)c2ccc(OC)cc2)nc1 | -1.27 | -1.24 | -41.7
O=C(O)CN1CCN(Cc2ccccc2Cl)C1=O | . | . | 44.4
Cc1occc1C(=O)Nc1sc2c(c1C(N)=O)CCC(C(C)(C)C)C2 (stereo not given) | -0.96 | -0.62 | -6.7
COC(=O)CSc1ncnc2c1cnn2Cc1ccccc1 | 0.44 | -0.14 | .
Cc1ccc(-c2nn(-c3ccccc3)cc2CSC(=N)N)cc1 | -0.55 | -0.8 | 57.7
COCCn1c(=O)[nH]c2cc(C(=O)NCCN3CCN(c4ccccc4F)CC3)ccc2c1=O | 0.16 | -0.14 | .
COc1cccc(-c2csc(N3CCN(C(=S)Nc4ccccc4C)CC3)n2)c1 | . | . | -11.8
N#CC1=C2SCN(Cc3ccco3)CN2C(=O)CC1c1ccccc1F (stereo not given) | 0.05 | -0.11 | -13.9
CCCCCCCOc1ccc(OC(=O)c2cccnc2)cc1 | -0.6 | -0.74 | 6.7
COc1cccc(C(=O)N(Cc2ccc(N(C)C)cc2)C2CCS(=O)(=O)C2)c1 (stereo not given) | 0.83 | 1.17 | -72.7
Cc1cc(C(=O)NCc2ccc(S(N)(=O)=O)cc2)ccc1[N+](=O)[O-] | 0.55 | 0.16 | -12.0
FC(F)(F)c1nc2ccccc2n2c(-c3c(Cl)cccc3Cl)nnc12 | -0.75 | -1.25 | -110.7
Oc1c(CN2CCN(c3ccccn3)CC2)cc(Cl)c2cccnc12 | 1.24 | 0.88 | -44.4
O=C(NC1CCCCC1)C(c1ccc(F)cc1)N(C(=O)c1cccs1)c1ccc2c(c1)OCO2 (stereo not given) | 0.74 | 1.91 | .
O=C(Nc1cccc(Cl)c1)c1ccc(F)c(S(=O)(=O)NCc2cccs2)c1 | -0.55 | -0.49 | .
COc1cccc(C2=NOC(C(=O)NCCCn3ccnc3)C2)c1 (stereo not given) | 1.62 | 3.13 | 21.4
CN1C2C=C3C(C#N)=C(N)C(C#N)(C#N)[C@@H](c4ccc(Cl)cc4)[C@@H]3C1CC2 (stereo not given in full) | 0.58 | -0.8 | .
O=C(NCc1ccc2c(c1)OCO2)c1cc(S(=O)(=O)N2CCCCC2)ccc1F | -1.04 | -1.24 | 15.4
CC(C)c1ccc(-c2nn[nH]n2)cc1 | 0.53 | -0.41 | -33.3
COc1ccc(Oc2coc3cc(OC(=O)/C=C/c4ccc(F)cc4)ccc3c2=O)cc1 | -0.12 | 0.23 | .
Cc1ccc(C)c(N2CCN(C(=O)Cc3ccc(-n4c(=O)[nH]c5ccsc5c4=O)cc3)CC2)c1 | 0.84 | 0.86 | -3.7
O=C(O)c1sc2cccc(Cl)c2c1Cl | . | . | 3.7
CCOc1ccc(NC(=O)c2cccc(-n3cnnn3)c2)cc1 | -0.38 | -0.79 | -15.2
CCCCC(=O)Nc1cccc(NC(=S)NC(=O)Cc2ccccc2)c1 | -0.28 | 1.21 | -6.9
COc1ccc(OC)c(C(=O)c2ccc(C(=O)Nc3ccccc3)cc2)c1 | 0.41 | 0.67 | 2.9
Cc1cc(Nc2cccc([N+](=O)[O-])c2)n2c(nc3ccccc32)c1C#N | 0.96 | 2.21 | -29.2
CC(=O)N1CCN(S(=O)(=O)c2cccc(C(=O)Nc3nc4c(s3)CCCC4)c2)CC1 | 0.15 | -0.05 | 5.7
N#CCCCSC1=C(C#N)C(c2ccccc2Cl)CC(=O)N1 (stereo not given) | 0.16 | -0.5 | .
C=CCNc1cnn(CC(C)=O)c(=O)c1Br | 0.63 | 0.32 | -6.2
Cc1[nH]c2ccccc2c1C1(O)C(=O)N(Cc2ccc3c(c2)OCO3)c2ccccc21 (stereo not given) | 0.2 | 0.48 | -48.5
COC(=O)c1ccc(NC(=S)N2CCN(C)CC2)cc1 | . | . | 26.7
CCN(CC)P(=O)(Nc1ccc(C)cc1Br)c1ccc(N(C)C)cc1NC(=O)c1ccco1 (stereo not given) | . | . | -21.4
CC1CCN(CCc2nc3cc(NS(=O)(=O)c4ccccc4)ccc3n2C)CC1 | 0.39 | 0.43 | .
CC(=O)CSc1nnc(Cc2ccc([N+](=O)[O-])cc2)o1 | 0.37 | -0.87 | .
Cn1c(/C=C/c2cccc([N+](=O)[O-])c2)nc2ccccc2c1=O | . | . | 21.9
Cn1nnnc1SCc1nnc(-c2ccccc2Br)o1 | 0.4 | 0.44 | 20.0
CC(C)Cn1c2c(c(O)c(C(=O)Nc3ccc(F)cc3)c1=O)CCCC2 | -0.31 | -0.71 | .
Cc1ccc(CNc2ncnc3c2cnn3-c2ccccc2)cc1 | -0.57 | 1.4 | 18.8
Brc1ccc(CN2CCSCC2)cc1 | -0.02 | 0.15 | -16.1
Cc1nn(Cc2ccccc2Cl)c2sc(C(=O)Nc3nccs3)cc12 | -0.57 | 0.95 | 13.3
CCCc1ccc(OCCNC(=O)C2CCCCC2)cc1 | . | . | 5.9
CCc1ccc(NC(=O)c2cc(-c3ccco3)on2)cc1 | -0.42 | -0.57 | -14.7
CCOC(=O)C1(CC2CCCCO2)CCN(Cc2nc(C(C)C)cs2)CC1 (stereo not given) | . | . | -375.0
O=C(NCC(=O)N(CC1CCCO1)C(C(=O)NC1CCCC1)c1cccnc1)c1ccco1 (stereo not given) | 0.38 | -0.19 | .
O=C(c1cccc2ccccc12)N1CCN=C1SCc1ccc([N+](=O)[O-])cc1 | -0.61 | -0.38 | .
COc1ccc(S(=O)(=O)NCc2ccccn2)cc1Cl | 0.66 | 0.95 | -492.3
CCCCSc1nn[nH]n1 | 0.53 | 0.68 | 20.0
CCOC(=O)C1CN(S(=O)(=O)c2ccc(Cl)cc2)c2cc(S(=O)(=O)CC)ccc2O1 (stereo not given) | . | . | -30.2
Cc1ccc(NC(=O)c2oc3c(c2C)C(=O)CC(C)(C)C3)cc1 | 0.28 | 0.6 | 62.5
Cc1ccc(N=Cc2c(O)ccc3ccccc23)cc1F | -0.41 | 0.12 | -20.0
CCOC(=O)c1ccc(NC(=O)CSc2nc3ncccc3[nH]2)cc1 | 0.1 | -0.42 | 10.5
COCc1[nH]nc2c1C1(C(=O)N(C)c3ccccc31)C(C#N)=C(N)O2 (stereo not given) | 0.21 | -0.63 | .
O=C(c1ccc2nc(N3CCOCC3)sc2c1)N1CCCC1 | 0.57 | 1.57 | 30.0
COc1ccc(/C=N/n2c(SC)nnc2-c2ccccc2)cc1C | -1.95 | -1.12 | 33.3
Cc1ccc(-c2noc(CN3CCC(C(N)=O)CC3)n2)cc1 | 0.54 | 0.45 | .
C=CCn1c(SCc2c(C)noc2C)nc2sc3c(c2c1=O)CCC(C)C3 (stereo not given) | -0.18 | 0.18 | -17.1

Remaining list, next part
SMILES | SDO1 yeast rescue | SDO1 yeast rescue Rescue 24 h | INS promoter inh
O=C(O)C1CCN(C(=O)c2ccccc2C(=O)N2CCC(C(=O)O)CC2)CC1 | 0.22 | -0.19 | .
CCOC(=O)c1ccc(NC(=O)CN2C(=O)CSCC2=O)cc1 | 0.01 | 0.01 | .
S=c1[nH]cc(-c2ccc(Cl)cc2)n1-c1ccccc1 | 0.36 | -0.38 | -3.1
O=C(Cn1c(CSc2ccccc2)nc2ccccc21)Nc1ccccc1 | -0.69 | -0.95 | 6.7
COc1cccc(C(=O)NCC(=O)OCC(=O)Nc2cc(OC)c([N+](=O)[O-])cc2C)c1 | 0.76 | 0.29 | .
COC(=O)c1ccc(SC)cn1 | 1.96 | 0.29 | -20.0
O=C(CN1C(=O)C2(OCCCO2)c2ccccc21)NCCc1ccccc1 | 1.07 | 0.97 | -23.1
CC(C)(C)Cc1nnc(NC(=O)Cc2cccs2)s1 | . | . | 61.5
O=C(N/N=C\c1cccs1)c1sccc1-n1cccc1 | . | . | -92.9
CC1(C)C2CC=C(/C=N/NC(=O)c3ccccc3O)C1C2 (stereo not given) | -0.4 | -0.1 | -28.6
COc1ccc2c(c1)[n+](=O)c(C(C)=O)c(C)n2[O-] | -0.37 | -0.31 | -53.1
CC1CCN(CCOc2ccc(OCc3ccccc3)cc2)CC1 | -1.17 | -0.91 | -17.2
